Assay outcomes as filed in PubChem BioAssay.
VIM-2 inhibitor: blocks Pseudomonas aeruginosa VIM-2 metallo-beta-lactamase; AID 1527; purified VIM-2, nitrocefin hydrolysis, epi-absorbance fluorescence; 0.89% of 290,000 active; inhibition, % at 5.6 µM;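 active = inhibition above the mean of all tested compounds plus 3 SD, cutoff set per screening run, cut at about 7.5% in these data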;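 also: red hydrolysis product quenches plate fluorescence so inhibitors raise well fluorescence; 0% = enzyme with DMSO and 100% = DMSO without enzyme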
p-CIP stab down: compounds decreasing mouse p/CIP protein stability; decrease of EGFP signal, % at 10 µM; Q05BA5; 0.01% of 290,000 active; AID 1984; F442A p/CIP-EGFP cells, EGFP fluorescence, 16 h;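 active = EGFP signal decrease of at least 30% at 10 µM or well 3 SD below plate mean, unless failing retest; inactive = the rest, including hits failing retest or dose response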; also: some compounds called inactive have numbers as strong as hits; many of its hits are not listed in these tables
Target sequence (Q05BA5 1-1403): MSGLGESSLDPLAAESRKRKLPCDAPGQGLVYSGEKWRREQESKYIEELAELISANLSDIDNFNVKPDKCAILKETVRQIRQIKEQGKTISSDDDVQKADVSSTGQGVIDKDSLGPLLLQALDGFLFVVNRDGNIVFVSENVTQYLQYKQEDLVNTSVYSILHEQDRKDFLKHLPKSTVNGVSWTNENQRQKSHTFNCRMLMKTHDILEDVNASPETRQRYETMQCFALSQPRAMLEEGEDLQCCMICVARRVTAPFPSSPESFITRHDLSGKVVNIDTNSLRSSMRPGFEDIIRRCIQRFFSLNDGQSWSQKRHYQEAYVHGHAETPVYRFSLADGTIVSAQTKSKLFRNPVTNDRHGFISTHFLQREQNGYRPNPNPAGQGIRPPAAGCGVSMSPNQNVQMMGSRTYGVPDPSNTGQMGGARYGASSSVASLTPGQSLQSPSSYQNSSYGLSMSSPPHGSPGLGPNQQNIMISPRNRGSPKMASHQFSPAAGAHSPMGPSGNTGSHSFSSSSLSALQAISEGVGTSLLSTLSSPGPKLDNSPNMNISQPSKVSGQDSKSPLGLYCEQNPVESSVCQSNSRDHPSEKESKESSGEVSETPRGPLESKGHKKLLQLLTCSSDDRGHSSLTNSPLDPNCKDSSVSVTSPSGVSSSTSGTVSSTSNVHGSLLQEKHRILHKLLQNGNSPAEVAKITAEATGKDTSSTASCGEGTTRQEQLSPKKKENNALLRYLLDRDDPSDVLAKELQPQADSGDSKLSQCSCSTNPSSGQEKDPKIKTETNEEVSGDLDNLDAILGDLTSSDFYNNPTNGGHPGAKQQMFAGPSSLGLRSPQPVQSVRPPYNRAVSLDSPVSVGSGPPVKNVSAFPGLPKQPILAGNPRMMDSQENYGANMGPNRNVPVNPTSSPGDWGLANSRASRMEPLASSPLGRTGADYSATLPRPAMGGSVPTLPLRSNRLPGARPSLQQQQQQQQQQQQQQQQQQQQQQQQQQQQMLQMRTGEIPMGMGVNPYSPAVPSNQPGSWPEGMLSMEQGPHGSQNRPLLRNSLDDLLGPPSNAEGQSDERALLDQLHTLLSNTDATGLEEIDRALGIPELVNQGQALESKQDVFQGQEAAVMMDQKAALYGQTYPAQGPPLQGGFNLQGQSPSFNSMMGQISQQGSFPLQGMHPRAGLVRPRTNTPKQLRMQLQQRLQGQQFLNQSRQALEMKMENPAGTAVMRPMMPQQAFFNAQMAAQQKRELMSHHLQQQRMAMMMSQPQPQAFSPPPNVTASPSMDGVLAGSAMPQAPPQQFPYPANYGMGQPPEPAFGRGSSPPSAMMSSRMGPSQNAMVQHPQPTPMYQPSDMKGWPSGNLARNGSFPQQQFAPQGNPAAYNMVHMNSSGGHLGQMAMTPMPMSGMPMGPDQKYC
IDE cell activ: boosts human insulin-degrading enzyme activity in HEK cells | P14735 | FAbeta-B cleavage, fluorescence polarization; 0% vehicle, 100% cell-free pure enzyme wells | activation, % at 5.96 µM | 0.073% of 340,000 active | AID 493087;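 active = activation above the mean of all tested compounds plus 3 SD, set per screening campaign, cut at about 17% in these data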
SUMO HTRF inh: blocks human SUMOylation mediated by UBC9; inhibition, % at 35 µM; HTRF SUMOylation assay, SAE1/SAE2 + UBC9, in vitro; 0.36% of 290,000 active; P63279; AID 2006; in the data active = inhibition above about 50%, passing the limit was not always enough; also: strong numbers were not always called active
IMP-1 inhibitor: inhibitors of Pseudomonas aeruginosa IMP-1 metallo-beta-lactamase; purified IMP-1, nitrocefin hydrolysis, epi-absorbance fluorescence; 0.45% of 290,000 active; AID 1556; inhibition, % at 5.6 µM;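 active = inhibition above the mean plus 3 SD of all compounds in the same screening run, cut at about 4.5% in these data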;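 also: 0% = IMP-1 with DMSO and 100% = DMSO wells lacking enzyme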
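System: Purified recombinant IMP-1 metallo-beta-lactamase enzyme | Measured by: Fluorescence quenching readout, ex 480/em 530 nm | Replication: Singlicate | Incubation: 15 min preincubation plus 25 min reaction at 25 °C | Evaluation: Percent inhibition from optical density relative to buffer-blank wells | Benchmarks: DMSO with and without IMP-1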
NS3 helicase inh: blocks Hepatitis C virus NS3 helicase unwinding; NS3 helicase DNA unwinding, Cy5 molecular beacon fluorescence; inhibition, % at 10.9 µM; 0.56% of 290,000 active;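 active = inhibition above the mean of all tested compounds plus 3 SD, set per campaign, cut at about 35% in these data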;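 also: 0% = DMSO wells and 100% = thioflavine S control wells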
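Compound dosing – single dose, 10.9 µM nominal final, DMSO 0.8% final · System – NS3 helicase fragment of HCV · Buffer or medium – MOPS pH 6.5, MgCl2, DTT, Tween20, BSA · Signal – Cy5 beacon fluorescence read at start and 1 h · Also added – annealed dual-labelled DNA beacon duplex, ATP-started · Schedule – 1 h at 25 °C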
MEKK3 PB1 HTS: MEKK3-MEK5 PB1 interaction, increase or decrease; 1.4% of 290,000 active; bead-based flow cytometry, Alexa488-MEK5 binding to MEKK3; actives lie on both sides; 0 = blocked by unlabeled MEK5, 100 = vehicle; AID 1529; binding response (% of control), % at 10 µM;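 active = binding response more than 3 SD above or below the average of its plate-row segment, actives on both sides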;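 also: Alexa488 bead fluorescence after subtracting the streptavidin-only scavenger bead signal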
DNA FID counter: counter-screen for HCV NS3 helicase inhibitors: DNA intercalator displacement; DNA fluorescent intercalator displacement, fluorescence; AID 1845; 0.17% of 290,000 active; inhibition, % at 7.9 µM; in the data active = inhibition above about 37%;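 also: 0% = vehicle and 100% = reference compound; higher means more ethidium bromide displaced from hairpin DNA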
PHOSPHO1 inh: inhibitors of human PHOSPHO1 phosphatase | Q8TCT1 | recombinant PHOSPHO1, absorbance phosphatase assay | inhibition, % at 13.3 µM | 1.1% of 290,000 active | AID 1565; in the data active = inhibition above about 60%
Starred values were filed as active, the others as inactive; x = not tested or not shown.

SMILES | VIM-2 inhibitor | p-CIP stab down | IDE cell activ | SUMO HTRF inh | IMP-1 inhibitor | NS3 helicase inh | MEKK3 PB1 HTS | DNA FID counter | PHOSPHO1 inh
CCCCOc1ccc(C(=O)Nc2ccc3c(c2)OCO3)cc1 | -0.1 | -3 | -1 | 3 | -2.2 | 0 | 76 | -5 | 25
COc1ccc(OC)c(NC(=O)NNS(=O)(=O)c2ccc(C)cc2C)c1 | -4.0 | -28 | 2 | 3 | -2.9 | 6 | 99 | -26 | 37
O=C(Cn1cccc1C(=O)c1ccccc1)NCc1ccc2c(c1)OCO2 | -3.8 | -12 | 5 | 0 | -3.6 | 2 | 108 | -6 | 5
CCOC(=O)c1cccnc1NC(=O)c1ccccc1 | -0.6 | -6 | 6 | 6 | -1.5 | 2 | 97 | -11 | -15
Cc1[nH]c(C)c(S(=O)(=O)N2CCCCC2)c1C(=O)N1CCCC1 | -4.7 | 1 | -1 | -5 | -3.0 | 2 | 98 | -4 | 26
COC(=O)c1ccc(-c2cc(CC3(C(=O)OC)CCN(C(=O)OC(C)(C)C)CC3)on2)cc1 | -2.1 | 2 | 5 | -19 | -3.6 | -24 | 102 | -34 | 10
Cc1ccc(-c2csc3ncn(CC(=O)O)c(=O)c23)cc1C | -2.4 | -10 | 4 | 3 | -3.1 | 6 | 100 | -16 | 29
Cc1onc(-c2ccccc2Cl)c1C(=O)NNC(=O)c1ccccc1F | -2.7 | 0 | 0 | 15 | -0.5 | 23 | 99 | -21 | 22
Cc1cc(C)c(S(=O)(=O)NCc2cccnc2)c(C)c1 | -4.4 | -2 | 1 | -6 | -2.5 | -13 | 107 | -8 | -9
O=C(c1cccs1)N(Cc1ccco1)C1CCS(=O)(=O)C1 (stereo unspecified) | -1.2 | -8 | -1 | 9 | -1.5 | 7 | 100 | 2 | 12
COc1ccc(C(=O)NC(=S)N(CCC(C)C)c2c(N)n(Cc3ccccc3)c(=O)[nH]c2=O)cc1 | -3.9 | -10 | -1 | -15 | -3.0 | 2 | 98 | -36 | 3
CCc1ccc2[nH]c(=O)c(CN(CCN3CCCC3)C(=O)NC3CCCCC3)cc2c1 | -0.8 | -1 | 3 | -1 | -2.1 | -51 | 107 | 14 | 14
N#Cc1cc2ccccc2nc1N | -1.8 | -5 | 6 | 31 | -3.2 | 2 | 101 | 2 | 47
CC1(C)C(=O)OC(/C=C/c2cccc([N+](=O)[O-])c2)C(C)(C)C1=O (stereo unspecified) | -2.1 | -7 | 0 | 11 | -2.2 | 11 | 94 | -2 | 28
Cc1ccc2nc(SCC(=O)N3CCN(c4ccccc4)CC3)[nH]c2c1 | -1.0 | 0 | 8 | 12 | -0.7 | 1 | 124 | -31 | 27
COc1cc(-c2nnc(-c3ccccc3)o2)cc(OC)c1OC | 0.5 | -5 | -8 | 29 | 2.0 | 5 | 95 | -32 | 5
COc1cc(CN2CCNC(=O)C2CC(=O)NCCc2ncccc2C)cc(OC)c1 (stereo unspecified) | -3.0 | -11 | 0 | 7 | -1.2 | 3 | 101 | -13 | 37
O=C(Nc1ccccc1N1CCCCC1)c1ccc(-c2cccc(Cl)c2)o1 | -1.4 | -18 | 0 | 6 | -2.5 | -16 | 120 | -3 | -16
Cc1ccc(S(=O)(=O)C2(C(=O)N(C)C3CCCCC3)CC2)cc1 | 1.5 | 1 | 10 | 10 | 0.8 | -2 | 109 | -19 | 31
O=C(Nc1ccccc1N1CCN(C(=O)c2ccccc2)CC1)c1ccc2c(c1)OCO2 | -3.0 | -2 | 1 | 26 | -4.2 | -3 | 90 | -32 | 14
Cc1ccc(S(=O)(=O)/N=C(/Nc2cccc(O)c2)c2ccccc2)cc1 | -3.5 | 5 | -1 | 15 | -3.2 | -1 | 96 | -17 | 32
COc1cc(/C=N/Nc2ccccc2)ccc1OC(=O)c1cccs1 | 1.9 | -2 | x | -2 | 1.1 | 15 | 99 | 2 | 4
CC(C)(C)NC(=O)CN(CCN1CCOCC1)C(=O)CNS(=O)(=O)c1ccccc1 | -3.4 | -12 | 4 | 6 | -2.9 | 7 | 97 | -1 | 28
O=C(CN1CCC(NC(=O)Nc2ccccc2-c2ccccc2)CC1)NCc1ccco1 | -0.3 | 7 | 2 | 11 | -1.7 | -4 | 105 | 1 | 37
COc1ccc(NC(=S)N/N=C2\CC(C)(C)Oc3ccc(OC)cc32)cc1 | -1.9 | 3 | 4 | 0 | -1.2 | 0 | 130* | 2 | 6
CCN(CC)C(=O)CSc1nnc(-c2ccc(S(=O)(=O)N3CCOCC3)cc2)n1C | -2.4 | 0 | 2 | -1 | -2.4 | 4 | 100 | -12 | 31
CCCCN1C(C(=O)Nc2cc(C)on2)=C(O)c2ccccc2S1(=O)=O | -0.8 | -2 | 7 | -8 | -1.0 | 9 | 106 | -31 | 27
c1ccc(CNc2ncnc3sccc23)cc1 | -2.5 | -14 | -1 | 0 | -4.4 | 2 | 99 | -1 | 26
Nc1ncnc2c1nc(SCCO)n2Cc1ccccc1 | -2.6 | 1 | 3 | -4 | -2.5 | -3 | 102 | -1 | 5
CCOC(=O)c1[nH]c(C)c(C(=O)NC2CCN(C(=O)OCC)CC2)c1C | -2.5 | 1 | -1 | -20 | -3.1 | 1 | 98 | -16 | 36

Entries of single compounds, looked up by structure. Order of screens: VIM-2 inhibitor | p-CIP stab down | IDE cell activ | SUMO HTRF inh | IMP-1 inhibitor | NS3 helicase inh | MEKK3 PB1 HTS | DNA FID counter | PHOSPHO1 inh
Shown for `CC(C)(C)NC(=O)CN(CCN1CCOCC1)C(=O)CNS(=O)(=O)c1ccccc1` = -3.4 | -12 | 4 | 6 | -2.9 | 7 | 97 | -1 | 28
Shown for `O=C(Nc1ccccc1N1CCN(C(=O)c2ccccc2)CC1)c1ccc2c(c1)OCO2` = -3.0 | -2 | 1 | 26 | -4.2 | -3 | 90 | -32 | 14

New compounds follow
SMILES | VIM-2 inhibitor | p-CIP stab down | IDE cell activ | SUMO HTRF inh | IMP-1 inhibitor | NS3 helicase inh | MEKK3 PB1 HTS | DNA FID counter | PHOSPHO1 inh
N#Cc1c(N)c2ccccn2c1C(=O)c1ccc(Br)cc1 | 0.5 | 5 | 2 | -16 | -1.9 | 11 | 97 | -11 | 14
CC(Cc1ccccc1)C(=O)N[C@@H](CO)Cc1ccccc1 (stereo partly specified) | 1.1 | -6 | -2 | 14 | -0.8 | 1 | 99 | -3 | 13
CCN(CC)C(=O)CSc1nnc(CNc2ccc(F)cc2)n1Cc1ccco1 | -1.2 | -5 | -1 | 22 | -2.8 | 10 | 104 | -29 | -8
O=C1c2cccc3c(Cl)ccc(c23)C(=O)N1O | 4.5 | -3 | 9 | 11 | -2.5 | -4 | 81 | 3 | 58
N#Cc1ccccc1CSc1nc(N2CCCCC2)nc(N2CCCCC2)n1 | -3.0 | -6 | 0 | -15 | -0.9 | -4 | 98 | -10 | -1
Cn1ncc(Cl)c1C(=O)N1CCC(Cc2ccccc2)CC1 | -3.9 | -12 | 2 | 11 | -4.9 | -8 | 103 | -41 | 51
COC(=O)N1C(=O)[C@@](Cc2ccccc2)(c2ccccc2)N1C(=O)OC | -1.4 | 5 | 6 | 2 | -2.9 | -2 | 100 | -10 | 20
Cc1ccc(/C=C/C(=O)c2ccccc2O)cc1 | -0.7 | 4 | 3 | 8 | 0.7 | -10 | 86 | 0 | 28
CC1CCN(C(=O)c2ccc(C(=O)N3CCC(C)CC3)cc2)CC1 | -1.5 | x | x | x | -2.0 | -5 | x | -10 | x
O=C(COc1cc(O)c2c(=O)cc(-c3ccccc3)oc2c1)c1ccc(F)cc1 | -2.0 | -21 | 6 | 23 | -2.3 | 4 | 86 | 1 | 14
CCc1ccc(C(C)(O)C(CN2CCOCC2)c2ccccc2)cc1 (stereo unspecified) | -0.9 | -16 | 2 | 10 | -1.9 | -24 | 106 | -14 | 33
O=C1CSC(c2cccnc2)N1CC1CC1 (stereo unspecified) | -0.1 | 6 | 6 | -8 | 0.4 | -6 | 94 | -2 | 19
C[C@@H](C(=O)O)[C@@H]1C[C@@]1(C)[C@@H](NC(=O)OCc1ccccc1)c1ccccc1 | -2.6 | -13 | -2 | 10 | -1.4 | 16 | 103 | -37 | 6
O=C(CN1C(=O)/C(=C/c2ccccc2)SC1=S)Nc1ncc(Cc2ccccc2)s1 | -2.2 | -9 | 2 | 10 | -3.9 | 9 | x | -12 | 29
Cc1c(NC(=O)C(C)N2C(=O)C3CCCCC3C2=O)c(=O)n(-c2ccccc2)n1C (stereo unspecified) | -3.0 | 5 | -1 | 20 | -2.9 | 17 | 100 | -2 | 9
S=c1[nH]nc(-c2ccccn2)n1/N=C/c1ccc(-c2ccccc2Br)o1 | -1.2 | 13 | -5 | 16 | -3.6 | 9 | 97 | -1 | 62*
Cn1c(=O)cc(SCC(=O)NCc2ccco2)c2ccccc21 | -1.7 | 1 | 3 | 14 | -4.0 | -6 | 98 | -6 | 2
Cc1ccc(/C=C/S(=O)(=O)Nc2ccc(C)cc2)cc1 | -4.1 | 12 | -2 | -14 | -2.8 | -5 | 101 | -23 | 0
Cc1cccc(-c2nc(C#N)c(NCC3CCCO3)o2)c1 (stereo unspecified) | -0.6 | -6 | 1 | 35 | -3.0 | -8 | 88 | -8 | 37
Cc1ccc(C2=NC(C(F)(F)F)(C(F)(F)F)c3c(n(-c4ccc(F)cc4)c(=O)[nH]c3=O)N2)cc1 | -2.7 | -12 | 1 | 13 | 0.5 | 8 | 97 | -24 | -47
O=C(c1ccccc1)c1nc2c(n1O)CCCCC2 | -4.1 | -2 | -2 | -20 | -3.4 | -2 | 102 | -1 | 18
Cc1c(CN2CCC(CO)(CCOc3ccccc3)CC2)[nH]c2c(Cl)cccc12 | -3.9 | 8 | 28* | -29 | -5.1 | -60 | 115 | 31 | 10
CCNC(=O)COC(=O)/C=C/c1ccccc1[N+](=O)[O-] | -4.4 | 0 | 2 | 14 | -4.2 | 1 | 105 | -7 | 17
CCCN(CCC)C1=N/C(=C\c2ccco2)C(=O)N1c1ccccc1 | -2.8 | -11 | 6 | 13 | -0.2 | 6 | 102 | -13 | 21
O=C1NC(c2ccc(-c3ccccc3[N+](=O)[O-])o2)C(C(=O)c2ccc(F)cc2)C(O)(C(F)(F)F)N1 (stereo unspecified) | -1.7 | -3 | 0 | 18 | -2.3 | 28 | 103 | -12 | -6
CCC(=O)Nc1nnc(SCC(=O)Nc2ccc3c(c2)OCO3)s1 | -1.6 | -8 | 1 | 21 | -2.5 | 2 | 105 | -3 | 13
CCC(=O)N1CCc2cc(Br)cc(S(=O)(=O)NCc3ccco3)c21 | -2.1 | 10 | 7 | -2 | -2.2 | -4 | 98 | -6 | 0
O=Nc1c(O)n(Cc2ccc(Cl)c(Cl)c2)c2ccccc12 | -4.7 | -8 | 6 | 8 | -3.5 | 13 | 90 | -17 | 45
COc1cc(CN2CCN(S(=O)(=O)c3ccccc3)CC2)cc(OC)c1OC | -2.1 | -4 | 5 | 11 | -2.5 | -5 | 107 | -12 | 29

Not all compounds are listed; count on the stated rates, not on these rows.
